Screening results deposited in PubChem BioAssay by several laboratories.
PABP1 MLLE inh – blocks PAM2 peptide binding to the PABP1 MLLE domain; GST-MLLE / FITC-PAM2 fluorescence polarization; inhibition, % at 20 µM; P11940; AID 588489; 360,000 tested, 0.36% active; in the data active means inhibition above about 35%, passing the limit was not always enough;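 further: plate controls were DMSO wells with GST-MLLE for no effect and wells lacking GST-MLLE protein for full effect; some results filed as inactive read as strong as hits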
NRP1-CendR mod – modulators of CendR peptide binding to human neuropilin-1 | inhibition, % at 25 µM | O14786 | 360,000 tested, 0.85% active | FAM-RPARPAR peptide binding to NRP-1, fluorescence polarization;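 active means inhibition or corrected inhibition above about 18%, plus a signal ratio from 0.5 to 1.5, limit read from the data, passing the limit was not always enough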; further: strong numbers were not always called active
MsrA inhibitor – inhibits bovine methionine sulfoxide reductase A. 360,000 tested, 0.75% active. purified bovine MsrA, absorbance read-out. inhibition, % at 15.5 µM; in the data active means inhibition above about 4.5%;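 further: 0% = vehicle wells with enzyme and 100% = reference inhibitor wells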
SKN-1 inh – blocks SKN-1 activity in C. elegans. C. elegans VP596 Pgst-4::GFP/RFP ratio, acrylamide-induced, 24 h. inhibition, % at 21.8 µM. 360,000 tested, 0.49% active;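 active means interference check ratio from 0.5 to 1.5 plus GFP to RFP signal ratio inhibition reaching or exceeding a fixed threshold, cut at about 30% in these data, passing the limit was not always enough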; further: some compounds called inactive have numbers as strong as hits
Tb MetRS inh – Trypanosoma brucei MetRS inhibition | purified T. brucei MetRS, ATP depletion, Kinase-Glo luminescence | inhibition, % at 11.9 µM | 360,000 tested, 0.4% active;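 active means inhibition above a per-plate cutoff of the control wells' mean inhibition plus 3 SD, cut at about 5.5% in these data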;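 further: 0% = DMSO wells median and 100% = median of wells with control inhibitor compound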
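technique = Kinase-Glo luminescence, ATP depletion format | system = purified MetRS (methionyl-tRNA synthetase) enzyme from Trypanosoma brucei | timing = 15 min preincubation, 2 h reaction, all 25 °C | evaluation = percent inhibition versus plate control medians | dosing = single dose, 11.9 µM final nominal, 0.9% final DMSO | also added = substrates ATP, L-methionine and bulk Escherichia coli tRNA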
eLon inh – inhibitors of E. coli Lon protease. P0A9M0. purified E. coli Lon protease, fluorescence polarization. inhibition, % at 7.94 µM. 360,000 tested, 0.42% active; in the data active means inhibition above about 13%, passing the limit was not always enough;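 further: 0% = enzyme with probe and DMSO and 100% = no enzyme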
FAS-TE inh – inhibitors of human fatty acid synthase thioesterase domain; P49327; recombinant FAS-TE, OMFH fluorogenic substrate, fluorescence endpoint; inhibition, % at 15 µM; 360,000 tested, 0.67% active; AID 602261;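 active means compounds whose normalised, plate-corrected inhibition of enzyme fluorescence in the single-dose primary screen is 50% or more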;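 further: 0% = DMSO with enzyme and 100% = substrate without enzyme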
MT1-MMP act inh – inhibitors of human MT1-MMP activation; HT1080 RFP-PRO-GFP cells, GFP/RFP ratio fluorescence, overnight; percent of plate control window, DMSO zero; GFP/RFP ratio change, % at 20 µM; 360,000 tested, 0.061% active; AID 651647;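 active means GFP/RFP ratio change of at least 30% with cell ATP level not reduced by more than half and red fluorescence within 50% of control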; further: strong numbers were not always called active
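Compound: 20 µM single dose, 1% DMSO / System: HT1080 RFP-PRO-GFP cells / Controls: DMSO and RFP-L50D-GFP cell wells / Read-out basis: GFP/RFP fluorescence ratio / Schedule: overnight compound exposure at 37 °C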
MsrA act – activators of bovine methionine sulfoxide reductase A; purified bovine MsrA, absorbance read-out; activation, % at 10.6 µM; 360,000 tested, 0.3% active; AID 602163; in the data active means activation above about 7.5%;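 further: 0% = vehicle and 100% = reference activator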
* = called active by the depositor; . = no result given.

Under each structure: MsrA inhibitor, SKN-1 inh, MT1-MMP act inh, eLon inh, PABP1 MLLE inh, NRP1-CendR mod, Tb MetRS inh, MsrA act, FAS-TE inh
- CC(=O)Oc1ccccc1Cn1c(C)c(C(=O)NCc2ccc(Cl)c(Cl)c2)sc1=O
  -1.2, 9, 5, -5, 2, -2, 1.8, -3, 22
- CCc1nnc(NC(=O)c2ccc(S(=O)(=O)N3CCN(Cc4ccccc4)CC3)cc2)s1
  -0.1, 2, 1, 5, 2, 11, -1.4, -4, -4
- O=S(=O)(c1cccc2cccnc12)N1CCN(c2ccccn2)CC1
  -0.5, -2, -5, 4, 3, 14, -0.4, -4, 1
- CCOc1ncccc1C(=O)Nc1ccc2c(c1)OCCO2
  0.0, 5, -3, -7, 5, -21, 0.0, -2, -2
- COc1ccc(NS(=O)(=O)c2cccc(C(=O)N/N=C/c3ccc4c(c3)OCCO4)c2)cc1
  0.5, -2, 3, -4, -3, 1, -0.9, -4, -6
- CCOC(=O)c1c(CSc2ccccc2)n(C)c2cc(Br)c(O)c(CN(C)C)c12
  0.0, -1, 2, -1, 8, -4, 1.8, -3, -16
- COc1cc(/C=C(\C#N)C(=O)Nc2cccc(C(=O)O)c2)ccc1OCc1ccc(C)cc1
  -0.7, 4, -2, -4, -15, -11, 0.6, 0, 12
- Cc1ccc(N2C(=O)SC(N(CC(=O)O)c3ccc(C)cc3)C2=O)cc1 (stereo not drawn)
  -1.0, 8, -2, 9, 23, -4, 0.0, -1, 0
- CC(C)c1cccc(C(C)C)c1NC(=O)COC(=O)c1ccc2c(c1)S(=O)(=O)c1ccccc1C2=O
  -0.3, 0, 2, -12, 12, 0, 0.1, -3, -6
- COC(=O)c1cccc(NC(=O)c2cccs2)c1C
  0.8, -9, 5, -4, 5, -13, 0.1, -1, -2
- CC(C)c1ccc(/C=N/NC(=O)c2c(Cl)cnn2C)cc1
  0.3, 1, 18, -12, -2, 11, -1.0, -2, -8
- Cc1ccc(C(=O)N2CC(=O)Nc3ccc(F)cc3C2c2ccc(F)cc2)cc1 (stereo not drawn)
  -1.3, 5, -5, 1, 15, 7, -0.2, 0, -1
- CCOC(=O)c1cnn(-c2nc(CC)nc3sc4c(c23)CCC4)c1N
  0.1, -14, 0, 8, 8, 14, -1.6, -7, -4
- Cn1nc(-c2ccc(Cl)cc2)c2cc(C(=O)N3CCCC3)sc21
  -0.4, 21, -4, -3, -2, -18, 0.7, -1, 16
- Cn1cnc(NCc2ccccc2)c1[N+](=O)[O-]
  0.0, 12, 2, 6, 0, -7, -0.5, 3, -2
- Cc1ccccc1Nc1nnc(SCC2CCCCO2)s1 (stereo not drawn)
  -0.1, 5, 4, -3, -27, -8, -0.4, -2, -1
- COC(=O)[C@]1(Cc2ccccc2)N[C@H](CN(C)C(=O)c2ccc(F)cc2)[C@@H]2C(=O)N(C)C(=O)[C@@H]21
  0.9, 12, 5, -3, 10, -14, -1.9, -7, -10
- CCCN(C(=O)CSCc1ccc(Cl)cc1)c1c(N)n(Cc2ccccc2)c(=O)[nH]c1=O
  0.3, -6, 1, -7, 1, 27*, -0.2, -2, -2
- CCCCCCCc1nc2nc(C)c(Br)c(=O)n2[nH]1
  1.2, 12, -1, -2, -13, -1, 0.6, -7, 10
- Cc1ccc(Nc2ncc3c(n2)CC(C)CC3=O)c(C)c1 (stereo not drawn)
  0.8, 2, -1, 13, -13, 6, -0.2, -4, 2
- COc1ccc(C(=O)NC23CC4CC(CC(C4)C2)C3)cc1
  -0.4, 0, -1, -5, 10, 5, 0.7, -3, 1
- Cc1nc2c(nnn2Cc2ccccc2)c(=O)[nH]1
  -0.5, 5, -3, 2, -28, -4, 0.0, -3, -4
- Cc1nc(NC(=S)Nc2ccccc2)sc1C
  3.0, 9, -2, 0, 37*, 2, -0.1, -7, 0
- CN1C(=O)CSc2ccc(NC(=O)NCc3ccccc3)cc21
  -0.6, -6, 7, -2, 11, -7, -0.4, -12, 15
- Cc1nc(C)c(-c2csc(Nc3ccc(F)cc3)n2)s1
  -1.1, 33, 5, -5, 2, 0, -0.8, -10, 17
- Cc1ccc(NC(=O)C2CC(c3ccc(F)cc3)=NO2)cc1 (stereo not drawn)
  -1.2, -3, 7, -1, -10, -3, 0.3, -2, -2
- COc1ccccc1/C=C/C(=O)NNC(=O)c1cc(C)oc1C
  0.9, -6, 4, -1, -11, 8, -0.5, -11, -8
- COc1ccc2cc(C(c3nnnn3C3CCCC3)N3CCc4ccccc4C3)c(=O)[nH]c2c1 (stereo not drawn)
  0.7, 7, 1, -4, 41*, -9, -0.2, -6, -1
- COC(=O)c1cccc(Oc2nc3c(c(=O)n(C)c(=O)n3C)n2Cc2ccc(C)cc2)c1
  -0.1, 1, -7, 0, -7, 7, 0.2, -3, 33
- CC(Sc1nnc(-c2ccco2)n1N)C(=O)NC1CCCCC1C (stereo not drawn)
  -0.5, -9, 6, -7, -4, 11, -0.1, -13, -5
- CC1C(=O)N(Cc2cn(CCC3OCCO3)nn2)CCS(=O)(=O)N1Cc1ccc(-c2ccc(F)nc2)cc1 (stereo not drawn)
  0.2, -12, 1, -14, 0, -27, 0.7, -3, -6
- CC(Sc1nnc2n1CCCCC2)C(=O)Nc1cccc(S(=O)(=O)N2CCOCC2)c1 (stereo not drawn)
  1.7, 6, 4, 7, 11, 3, -0.4, -8, 2
- Nc1cccc(C(=O)Nc2ccccc2Cl)c1
  0.6, -25, 5, -3, -5, 3, 0.1, -3, -6
- CCOC(=O)c1oc2c(c1C)/C(=N/O)CCC2
  1.2, 2, -10, -6, 7, 6, 0.2, -7, -5
- CCOC(=O)C1=C(Cn2ccc(C(F)(F)F)n2)NC(=O)NC1c1ccc2c(c1)OCO2 (stereo not drawn)
  0.7, 6, 7, 4, -12, -5, -0.5, -1, 1
- O=C(CSc1nnc(-c2ccc(F)cc2)n1-c1ccccc1)NCCN1C(=O)CSC1=O
  0.0, 0, 0, -5, -3, -10, -0.2, 0, -10
- O=C(COC(=O)c1nc(Cl)ccc1Cl)Nc1cccc(S(=O)(=O)N2CCOCC2)c1
  0.0, -6, 0, 2, -1, 11, -0.3, -2, 1
- COc1cc(-c2[nH]ncc2CN(C)Cc2nonc2C)cc(OC)c1OC
  -0.6, 4, -2, -5, 6, 14, -1.1, -3, -4
- O=C(Nc1nc(-c2ccco2)c(-c2ccco2)s1)c1ccc(F)cc1F
  0.5, 0, 2, -27, -22, -90, 0.4, -6, 4
- CCCOP(=O)(OCCC)C(NC(=O)C(C)(C)C)c1ccccc1 (stereo not drawn)
  0.3, 6, 6, 3, 11, 0, -1.1, -9, -10
- COC(C)(C)c1cc(C(C)(C)C)nc(N)n1
  -0.8, -5, -13, -6, 8, 6, -0.8, -4, -6
- CC(=O)NC(Cc1ccc(F)c(F)c1)C(=O)NC1CCN(c2c(Cc3ccccc3)c(C)nc3ncnn23)CC1 (stereo not drawn)
  0.3, -1, -3, 9, 1, -2, -1.2, -11, -9
- CC(C)Oc1ccc(-c2cc(C(=O)NCCN3CCOCC3)c3ccccc3n2)cc1
  4.6*, 4, -1, 4, 22, 7, 0.1, 1, -3
- CN(C(=O)c1cccc(NC(=O)Cc2ccc(NC(=O)C3CCN(C(=O)C4CC4)CC3)cc2)c1)C1CCCC1
  -1.1, 4, -1, -13, 8, -4, -1.0, -3, -10
- COCCCNC(=O)C[C@H]1C[C@H](C(=O)N2CCCCC2)[C@@]2(C)c3[nH]c4cc(-c5ccco5)ccc4c3CCN2C1=O
  2.1, 0, -3, -4, -3, -14, -0.5, 0, -2
- C#CCOCCOCCOCCNc1nc(N2CCN(C(=O)C([C@@H](C)O)n3cc([C@@H](N)CCCCN)nn3)CC2)nc(N2CCN(C(=O)[C@H](CCCN=C(N)N)n3cc(C(N)[C@@H](C)CC)nn3)CC2)n1 (stereo partly drawn)
  ., 6, -7, 6, 12, 14, -0.3, 0, -12
- O=C(Nc1ccc2c(c1)OCCO2)C(c1ccnc2ccccc12)N1CCN(c2ccc(C(F)(F)F)cn2)CC1 (stereo not drawn)
  1.7, -8, 2, -13, 0, 9, -0.4, -4, 92*
- COc1ccc(C2C(C(=O)C(C)(C)C)=C(O)C(=O)N2Cc2ccccc2)cc1 (stereo not drawn)
  1.3, 3, -2, -11, -5, 16, -1.1, -13, -3

9 neighbouring records from above:
Under each structure: MsrA inhibitor, SKN-1 inh, MT1-MMP act inh, eLon inh, PABP1 MLLE inh, NRP1-CendR mod, Tb MetRS inh, MsrA act, FAS-TE inh
- CCCOP(=O)(OCCC)C(NC(=O)C(C)(C)C)c1ccccc1 (stereo not drawn)
  0.3, 6, 6, 3, 11, 0, -1.1, -9, -10
- COC(C)(C)c1cc(C(C)(C)C)nc(N)n1
  -0.8, -5, -13, -6, 8, 6, -0.8, -4, -6
- CC(=O)NC(Cc1ccc(F)c(F)c1)C(=O)NC1CCN(c2c(Cc3ccccc3)c(C)nc3ncnn23)CC1 (stereo not drawn)
  0.3, -1, -3, 9, 1, -2, -1.2, -11, -9
- CC(C)Oc1ccc(-c2cc(C(=O)NCCN3CCOCC3)c3ccccc3n2)cc1
  4.6*, 4, -1, 4, 22, 7, 0.1, 1, -3
- CN(C(=O)c1cccc(NC(=O)Cc2ccc(NC(=O)C3CCN(C(=O)C4CC4)CC3)cc2)c1)C1CCCC1
  -1.1, 4, -1, -13, 8, -4, -1.0, -3, -10
- COCCCNC(=O)C[C@H]1C[C@H](C(=O)N2CCCCC2)[C@@]2(C)c3[nH]c4cc(-c5ccco5)ccc4c3CCN2C1=O
  2.1, 0, -3, -4, -3, -14, -0.5, 0, -2
- C#CCOCCOCCOCCNc1nc(N2CCN(C(=O)C([C@@H](C)O)n3cc([C@@H](N)CCCCN)nn3)CC2)nc(N2CCN(C(=O)[C@H](CCCN=C(N)N)n3cc(C(N)[C@@H](C)CC)nn3)CC2)n1 (stereo partly drawn)
  ., 6, -7, 6, 12, 14, -0.3, 0, -12
- O=C(Nc1ccc2c(c1)OCCO2)C(c1ccnc2ccccc12)N1CCN(c2ccc(C(F)(F)F)cn2)CC1 (stereo not drawn)
  1.7, -8, 2, -13, 0, 9, -0.4, -4, 92*
- COc1ccc(C2C(C(=O)C(C)(C)C)=C(O)C(=O)N2Cc2ccccc2)cc1 (stereo not drawn)
  1.3, 3, -2, -11, -5, 16, -1.1, -13, -3
